NadD block – NadD (S. aureus) enzyme inhibition | purified NadD enzyme, colorimetric absorbance read-out | inhibition, % at 20 µM | 360,000 compounds, 0.78% hits; in the data active means inhibition above about 26%; further: some compounds past the cut are filed as inactive
FAS-TE inh – inhibitors of human fatty acid synthase thioesterase domain; recombinant FAS-TE, OMFH fluorogenic substrate, fluorescence endpoint; AID 602261; 360,000 compounds, 0.67% hits; inhibition, % at 15 µM; P49327;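 active means compounds whose normalised, plate-corrected inhibition of enzyme fluorescence in the single-dose primary screen is 50% or more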;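 further: 0% = DMSO with enzyme and 100% = substrate without enzyme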
MLLE-PAM2 inh – blocks PAM2 peptide binding to the PABP1 MLLE domain. P11940. GST-MLLE / FITC-PAM2 fluorescence polarization. inhibition, % at 20 µM. 360,000 compounds, 0.36% hits; in the data active means inhibition above about 35%, passing the limit was not always enough;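 further: plate controls were DMSO wells with GST-MLLE for no effect and wells lacking GST-MLLE protein for full effect; some results filed as inactive read as strong as hits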
Neddyl block – cullin neddylation inhibition; P61081+Q13564; TR-FRET cullin neddylation, biochemical; calls only at 25 µM; 360,000 compounds, 0.58% hits; in the data active means inhibition above about 36%
Target sequence (P61081 whole entry, looked up): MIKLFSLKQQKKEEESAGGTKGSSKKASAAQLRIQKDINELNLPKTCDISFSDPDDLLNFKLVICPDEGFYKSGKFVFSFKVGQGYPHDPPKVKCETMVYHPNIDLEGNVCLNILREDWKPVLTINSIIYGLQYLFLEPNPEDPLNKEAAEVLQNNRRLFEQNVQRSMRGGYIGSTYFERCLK
Target sequence (Q13564 whole entry, looked up): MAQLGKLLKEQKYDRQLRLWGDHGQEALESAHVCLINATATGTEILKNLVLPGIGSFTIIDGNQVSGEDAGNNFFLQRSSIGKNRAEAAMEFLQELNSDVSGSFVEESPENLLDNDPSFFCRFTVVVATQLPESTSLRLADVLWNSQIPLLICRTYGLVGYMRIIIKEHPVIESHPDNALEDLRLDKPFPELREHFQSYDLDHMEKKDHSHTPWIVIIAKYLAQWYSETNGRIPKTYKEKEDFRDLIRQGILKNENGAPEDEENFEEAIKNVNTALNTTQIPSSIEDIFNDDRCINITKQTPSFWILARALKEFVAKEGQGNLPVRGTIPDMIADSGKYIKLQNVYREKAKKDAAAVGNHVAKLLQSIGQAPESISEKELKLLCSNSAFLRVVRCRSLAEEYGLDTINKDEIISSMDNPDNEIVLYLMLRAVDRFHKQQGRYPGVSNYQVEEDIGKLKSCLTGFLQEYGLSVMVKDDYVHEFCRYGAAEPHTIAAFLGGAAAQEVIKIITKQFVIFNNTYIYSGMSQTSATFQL
SKN-1 inh – blocks SKN-1 activity in C. elegans; AID 624304; inhibition, % at 21.8 µM; C. elegans VP596 Pgst-4::GFP/RFP ratio, acrylamide-induced, 24 h; 360,000 compounds, 0.49% hits;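 active means interference check ratio from 0.5 to 1.5 plus GFP to RFP signal ratio inhibition reaching or exceeding a fixed threshold, cut at about 30% in these data, passing the limit was not always enough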; further: some compounds called inactive have numbers as strong as hits
Rpn11 block – blocks the human proteasome subunit Rpn11. human 26S proteasome, Ub4-pepOG fluorescence polarization; 20S core pre-blocked with epoxomicin. 360,000 compounds, 0.59% hits. calls only at 20 µM. AID 588493;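 active means inhibition at 20 µM, scaled to each plate's controls, above about 33%, limit read from the data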
Rin1-Abl PPI inh – blocks binding of human Rin1 to Abl; P00519+Q13671; TR-FRET Rin1/Abl binding, biochemical; inhibition, % at 7.35 µM; 360,000 compounds, 0.4% hits; AID 588664; in the data active means inhibition above about 5%, passing the limit was not always enough
CSN deneddyl inh – inhibitors of human CSN-mediated cullin deneddylation; Purified CSN, SCF-Nedd8-OG deneddylation, fluorescence polarization; Q92905; inhibition, % at 12.5 µM; AID 651999; 360,000 compounds, 0.38% hits;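 active means pattern-corrected inhibition above about 35%, with an unprinted fluorescence ratio check between 0.5 and 1.5, limit read from the data, passing the limit was not always enough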;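 further: 0% = enzyme with substrate and 100% = substrate without enzyme; some results filed as inactive read as strong as hits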
Target sequence (Q92905 whole entry, looked up, one chain of several): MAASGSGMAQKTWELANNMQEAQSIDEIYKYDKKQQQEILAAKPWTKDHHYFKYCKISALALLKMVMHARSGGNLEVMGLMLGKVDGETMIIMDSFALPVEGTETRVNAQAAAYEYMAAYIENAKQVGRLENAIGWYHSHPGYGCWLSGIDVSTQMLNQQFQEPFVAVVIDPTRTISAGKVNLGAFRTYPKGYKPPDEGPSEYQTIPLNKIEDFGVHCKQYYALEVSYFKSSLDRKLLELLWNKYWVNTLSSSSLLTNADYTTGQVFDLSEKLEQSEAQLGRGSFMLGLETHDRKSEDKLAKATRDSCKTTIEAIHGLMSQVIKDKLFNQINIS
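Test system: Human Csn5 produced in HEK293T cells | Compound: 12.5 µM single point | Times: 90 min, room temperature | Signal: Fluorescence polarization readout | Read-out basis: % inhibition of substrate cleavage by Csn5 | Controls: no-enzyme wells high, enzyme-with-substrate wells low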
MT1-MMP act inh – MT1-MMP (human) activation inhibition; HT1080 RFP-PRO-GFP cells, GFP/RFP ratio fluorescence, overnight; percent of plate control window, DMSO zero; GFP/RFP ratio change, % at 20 µM; 360,000 compounds, 0.061% hits; AID 651647;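 active means GFP/RFP ratio change of at least 30% with cell ATP level not reduced by more than half and red fluorescence within 50% of control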; further: strong numbers were not always called active
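Test system: HT1080 cells expressing an RFP-PRO-GFP fluorescent reporter construct / Compound dosing: single-point 20 µM compound, 1% DMSO / Schedule: cells overnight before dosing, compound overnight, 37 °C, 5% CO2 / Evaluation: GFP/RFP fluorescence ratio / Control set: DMSO and RFP-L50D-GFP cell wells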
* hit, by the source's call; i = inactive; . = not tested or not shown; + = active, no number.

No.	compound	NadD block	FAS-TE inh	MLLE-PAM2 inh	Neddyl block	SKN-1 inh	Rpn11 block	Rin1-Abl PPI inh	CSN deneddyl inh	MT1-MMP act inh
1	Cc1ccc(CNC(=O)c2[nH]c(C(F)(F)F)nc2-c2ccccc2)cc1	-9	-5	-6	i	-16	i	-2	5	1
2	CCOC(=O)c1cc(CC)sc1/N=C/C1C(=O)CC(C)(C)CC1=O	-3	5	20	i	-6	i	1	-3	6
3	O=C(NCc1ccncc1)C12CC3CC(CC(C3)C1)C2	4	-2	7	i	9	i	4	-7	2
4	COc1ccc2sc(/C=C/c3ccccc3O)[n+](C)c2c1	5	-8	-174	i	37	.	-6	127	34*
5	Cc1cc(=O)oc(C)c1C(=O)N1CCN(Cc2ccc3c(c2)OCO3)CC1	1	3	6	i	11	i	-1	-4	0
6	COc1ccccc1OCC(=O)NCc1ccco1	-1	-4	7	i	3	i	-1	0	-1
7	Cc1cc(OC(C)C(=O)N2CCN(c3ccc(F)cc3)CC2)c2c(C)cc(=O)oc2c1 (stereo unspecified)	-4	33	1	i	5	i	-1	3	5
8	O=C(CCn1ccc2cc(S(=O)(=O)N3CCCC3)ccc21)NCc1ccccc1	3	1	2	i	1	i	-6	2	2
9	C/C(=N\NC(=O)C1(C)CC1(Br)Br)c1cccc(NC(=O)c2ccc(C)o2)c1 (stereo unspecified)	2	9	2	i	16	i	3	2	1
10	Cc1cc(C(=O)CSc2nn3c(=O)c(C(C)(C)C)nnc3s2)c(C)n1C	-1	8	-32	i	-1	i	-2	-6	-2
11	CCc1nc(C)cn1S(=O)(=O)c1cc(Br)c(C)cc1OC	1	14	5	i	-6	i	1	-3	4
12	COC(=O)CSc1[nH]c(=O)cc(C)c1C#N	-1	-7	-1	i	-8	i	0	1	0
13	CC(C)(C)NC(=O)NC(=O)COC(=O)CNC(=O)C1CCCCC1	-8	-7	0	i	1	i	2	2	0
14	CCC1CCC/C1=N\NC(=O)c1ccc(Cl)cc1 (stereo unspecified)	1	-5	14	i	-2	i	-1	4	3
15	Cc1ccc(-c2nc(-c3ccncc3)no2)cc1	-7	-2	11	i	42*	i	0	-4	2
16	O=S(=O)(NCC1CCCO1)c1ccc(Oc2ccccc2)cc1 (stereo unspecified)	-10	0	-1	i	4	i	2	6	1

Results in Neddyl block, for some of the entries so far:
entry | compound | Neddyl block
15 | Cc1ccc(-c2nc(-c3ccncc3)no2)cc1 | i
16 | O=S(=O)(NCC1CCCO1)c1ccc(Oc2ccccc2)cc1 (stereo unspecified) | i

More structures
No.	compound	NadD block	FAS-TE inh	MLLE-PAM2 inh	Neddyl block	SKN-1 inh	Rpn11 block	Rin1-Abl PPI inh	CSN deneddyl inh	MT1-MMP act inh
17	NC(=O)C[C@@H]1NC(=O)[C@H](CCC(=O)O)NC(=O)c2cc([N+](=O)[O-])cc(I)c2OCC[C@@H](C(N)=O)NC1=O	-4	-6	-2	i	-9	i	0	1	2
18	O=C(O)CSc1c2c(nc3cc(C(=O)N4CCOCC4)ccc13)CCCC2	4	1	30	i	10	i	-4	-1	-8
19	CCC1CN(C(=O)Nc2ccc(C)cc2)c2cc(C)ccc2O1 (stereo unspecified)	-2	19	-6	i	-7	i	1	-1	-3
20	CC(=O)Nc1ccc(SCC(=O)c2cc(C)n(-c3ccccc3F)c2C)cc1	-12	10	40*	i	16	i	-1	-3	-5
21	NC(=O)CC(NC(=O)Cc1ccc(Cl)cc1)c1ccc(NC2CCN(Cc3ccccc3)CC2)c([N+](=O)[O-])c1 (stereo unspecified)	-6	-10	6	i	-18	i	-4	-3	7
22	Cc1ccn(C(C)CC(=O)N2CCc3ccccc32)n1 (stereo unspecified)	0	-6	-13	i	0	i	0	-5	2
23	COc1cc(/C=N/n2cnnc2)ccc1OC(=O)c1cccnc1	-3	-9	-17	i	-4	i	3	1	1
24	COc1ccc(C2C(C(=O)c3cccs3)=C(O)C(=O)N2c2cccc(C)n2)cc1OC (stereo unspecified)	-1	-6	15	i	-2	i	-2	1	2
25	CS(=O)(=O)c1ccc(Cl)c(C(=O)Nc2ccc3nc(N4CCOCC4)sc3c2)c1	-1	-1	-25	i	-2	i	1	2	-4
26	COc1cc(/C=C2\C(=N)N3N=C(S(C)(=O)=O)SC3=NC2=O)ccc1OC(=O)c1cccs1	15	6	-16	i	21	i	-5	10	-58
27	Cc1ccc(C(C)C)cc1OCC(=O)Nc1ccccc1N1CCCC1	8	9	-1	i	-6	i	1	3	-4
28	Cc1ccc(-c2cc(=O)[nH]c3ccccc23)cc1	4	2	13	i	-8	i	0	-4	-6
29	CCn1cc(C(=O)NCCCOC)c2cc(OC)c(OC)cc2c1=O	1	-6	-11	i	7	i	5	-7	2
30	CC(C)CNC(=O)c1cccc(NC(=O)Cc2ccc(Br)cc2)c1	-2	-5	16	i	10	i	3	-2	0
31	Cc1ccc(S(=O)(=O)N2CCCOC2CNC(=O)C(=O)NCc2ccncc2)cc1 (stereo unspecified)	3	-5	2	i	-4	i	-3	-7	4
32	Cc1cccc(CCN2C(N(C)C)=NC[C@@H]2C)c1	-1	-7	10	i	-12	i	3	4	2

Marked active in MT1-MMP act inh, among the entries above:
nr	compound	NadD block	MLLE-PAM2 inh	Neddyl block	SKN-1 inh	Rpn11 block	Rin1-Abl PPI inh	CSN deneddyl inh	MT1-MMP act inh
4	COc1ccc2sc(/C=C/c3ccccc3O)[n+](C)c2c1	5	-174	i	37	.	-6	127	34*

Following part.
No.	compound	NadD block	FAS-TE inh	MLLE-PAM2 inh	Neddyl block	SKN-1 inh	Rpn11 block	Rin1-Abl PPI inh	CSN deneddyl inh	MT1-MMP act inh
33	COC(=O)c1ccc2nc(-c3ccc(C)cc3)c(CC3CCCCC3)n2c1	5	14	-12	i	-11	i	4	5	-14
34	O=C(Nc1nc(-c2ccc(Cl)cc2Cl)cs1)c1ccc(OCC2CCCO2)cc1 (stereo unspecified)	-5	0	-9	i	6	i	-2	0	-17
35	O=C1NCCCC1C(=O)NCCN1C(=O)CCC1=O (stereo unspecified)	-6	-8	2	i	7	i	-2	2	-3
36	Cc1c(NC(=O)COC(=O)c2ccccc2Cl)c(=O)n(-c2ccccc2)n1C	0	-4	-5	i	-5	i	-4	-6	-3
37	O=C(O)c1cc(C(=O)C2CC2)c[nH]1	-5	-6	1	i	-5	i	3	-13	2
38	O=C(Nc1c(F)cccc1F)c1cnc(N2CCN(c3ccccn3)CC2)c2ccccc12	6	19	-9	i	-1	i	3	-1	1
39	Oc1c(CN2CCN(c3ccccc3)CC2)cc(Br)c2cccnc12	6	4	-2	i	8	i	2	2	3
40	OCC[C@@H]1C[C@H](O)[C@@H](O)[C@@]2(OCc3ccc(CO)cc32)O1	-8	-11	9	i	2	i	8	1	1
41	CCN(CC)C(=O)c1cn(-c2cccc(OC)c2)c(=O)c2ccccc12	-2	0	11	i	5	i	2	1	-2
42	Cc1ccc(CCN2CC(C(=O)NC3CCCC3)CC2=O)cc1 (stereo unspecified)	-1	-9	3	i	0	i	-1	-3	2
43	CCCC1C2C(=O)N(c3ccccc3)C(=O)C2ON1c1ccccc1 (stereo unspecified)	5	1	-7	i	11	i	4	6	-2
44	O=C(c1ccc2nc(N3CCOCC3)sc2c1)N1CCN(C(=O)c2ccco2)CC1	1	-8	-1	i	-11	i	-2	3	1
45	O=C(CSc1nnc(-c2ccccc2F)o1)N1CCCC1	5	-5	-10	i	11	i	2	-6	0
46	O=c1oc(CCCO)cc2ccc(/C=C/c3cccc([N+](=O)[O-])c3)cc12	-5	-1	2	i	14	i	4	2	9
47	Cc1cc(C)cc(C(=O)NCCC(=O)NCc2cc(=O)n(C)c(=O)n2C)c1	-5	-4	-5	i	-10	i	-1	-1	-1
48	Cc1cccn2c(=O)c3cc(C(N)=S)c(=N)n(CCCN4CCOCC4)c3nc12	36*	-5	19	.	10	+	-9	37*	-6
49	COc1ccc(Cl)cc1CN1CCN(c2nc(C)cc(C)c2C#N)CC1	-4	16	2	i	-3	i	0	-9	-1
50	O=C1CN(S(=O)(=O)c2ccc(Cl)cc2)CC(=O)N1CCc1ccccc1	-3	-5	0	i	-15	i	2	1	5
51	O=S(=O)(c1cccc(-c2nc3n(n2)Cc2ccccc2-3)c1)N1CCCC1	3	8	-2	i	8	i	1	4	6
52	Fc1ccc(COc2ccc(Cl)cc2/C=N/Nc2nc(N3CCCC3)nc(N3CCCC3)n2)cc1	3	16	-1	i	0	i	2	-2	13
53	CC(C)NS(=O)(=O)c1ccc(CCC(=O)N2CCCCC2)cc1	-1	-4	4	i	-9	i	2	-21	0
54	COc1ccccc1N(CC(O)CN1C(C)CCCC1C)S(=O)(=O)c1ccccc1 (stereo unspecified)	-19	-3	6	i	-5	i	3	-4	-4
55	COC(=O)COc1ccc(S(=O)(=O)Nc2ccccc2C(=O)OC)cc1	-5	0	-3	i	-1	i	5	-4	6
56	Cc1ccc(S(=O)(=O)N2[C@@H](c3ccc4c(c3)OCO4)C(C(=O)O)=C[C@H]2C(C)(C)C)cc1	-1	-4	-7	i	10	i	2	-5	2
57	COc1ccc(C(CC(=O)c2ccccc2)C2CCCCC2=O)cc1 (stereo unspecified)	-13	22	4	i	20	i	3	-7	-6
58	COc1ccccc1/C=C/c1onc(C)c1S(=O)(=O)N1CCC(C(=O)NC(C)C)CC1	-3	-2	-4	i	13	i	3	-1	1
59	Cc1csc(=O)n1CC(=O)OC(C)C(=O)Nc1ccc(F)c(F)c1F (stereo unspecified)	-2	-4	-11	i	4	i	-3	2	0
60	CC(C)(C)OC(=O)C[C@H]1C/C=C\C[C@H](CC(=O)NCCO)C(=O)NC[C@@H](c2ccccc2)OC1=O	-2	-5	-2	i	16	i	1	0	0
61	COc1cc(C)ccc1OCC(=O)Nc1nnc(C2CC2)s1	6	-5	6	i	11	i	-2	-6	10
62	COc1cc2c(cc1OC)C(COc1ccc(F)cc1)N(C(=O)c1ccco1)CC2 (stereo unspecified)	-2	8	-4	i	2	i	3	-3	-1
63	Cc1ccc(-c2cc(C(=O)NCCc3ccccn3)c3ccccc3n2)c(C)c1	-5	-2	0	i	-8	i	-5	-7	9
64	CCCCCN(C(=O)CCC(=O)OCC(=O)c1cccc(OC)c1)c1c(N)n(CCCC)c(=O)[nH]c1=O	-5	0	-42	i	9	i	1	-3	-3
65	COc1ccc(N2CCN(C(=O)c3ccc(CS(=O)(=O)c4ccc(Br)cc4)o3)CC2)cc1	6	-2	-5	i	11	i	4	-2	1
66	CCCOc1ccc(-c2nc(-c3ccc([N+](=O)[O-])cc3)cs2)cc1	-2	23	15	i	13	i	3	3	0
67	O=C(Nc1ccccc1C(=O)Nc1nnc(C(F)(F)F)s1)c1ccccc1Cl	-3	33	-1	i	-10	i	-2	2	-20
68	COc1ccc(-c2noc(-c3cccc(OC)c3OC)n2)cc1OC	1	6	-8	i	-17	i	2	5	3
69	CCc1nc2oc3cc(OC)ccc3c(=O)c2c(=O)n1Cc1ccco1	4	-2	-67	i	27	+	0	13	-5
70	CCOC(=O)C(=O)N(C)c1c(CC)nc2c(OCc3ccc(OC(F)F)cc3)cccn12	-5	14	-1	i	12	i	2	5	-4
71	Cc1ccc(Oc2ccc(C=O)cn2)cc1	5	1	1	i	13	i	2	-7	0
72	CC(C)(C)n1nnnc1C(c1ccccn1)N1CCN(C(c2ccccc2)c2ccccc2)CC1 (stereo unspecified)	-1	-1	-11	i	4	i	1	-12	-1

Screening results from PubChem BioAssay.
